Compound activity deposited in PubChem by National Center for Advancing Translational Sciences (NCATS).
RORgamma inh – ROR gamma (mouse) transcription inhibition | 5.4% of 310,000 active | Potency, µM (series often up to 53.6 µM), for the others: at the highest dose activity change, negative = inhibition, usual class: inhibitors | P51450 | Drosophila S2 Gal4-RORgamma UAS-luciferase reporter, 20 h | AID 2551; also: potency is read from the fitted curve at half-maximal effect; % is scaled to controls: 0 for no effect and ±100 for the full control effect; nearly all actives have a fitted effect of over 60% in size
Target sequence (P51450 whole entry, looked up, the tested form may be a part): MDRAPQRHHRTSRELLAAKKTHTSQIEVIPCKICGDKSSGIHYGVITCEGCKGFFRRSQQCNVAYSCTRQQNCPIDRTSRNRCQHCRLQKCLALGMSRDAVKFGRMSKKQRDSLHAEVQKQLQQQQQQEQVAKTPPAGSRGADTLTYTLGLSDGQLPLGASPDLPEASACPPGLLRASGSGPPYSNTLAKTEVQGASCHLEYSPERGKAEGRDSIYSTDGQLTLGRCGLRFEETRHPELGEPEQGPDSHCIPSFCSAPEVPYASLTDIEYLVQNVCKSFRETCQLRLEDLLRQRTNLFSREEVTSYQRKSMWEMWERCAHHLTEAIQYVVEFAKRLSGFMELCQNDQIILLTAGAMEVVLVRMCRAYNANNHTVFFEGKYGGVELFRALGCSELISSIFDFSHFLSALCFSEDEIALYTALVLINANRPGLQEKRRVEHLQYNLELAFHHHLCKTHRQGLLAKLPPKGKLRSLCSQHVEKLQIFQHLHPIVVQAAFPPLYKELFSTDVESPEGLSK
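ROR gamma transcriptional activity was tracked as Gal4-UAS luciferase output in stably transfected Drosophila Schneider cells, with compound added 1 hr before 700 uM copper sulfate induction and a 20 hr ambient-temperature incubation.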
uPA surface inh – inhibitors of cell surface uPA generation; Potency, µM (series often up to 38.3 µM), inactives show at the highest dose activity change, negative = inhibition, actives largely listed as inhibitors; 0.31% of 330,000 active; AID 540303; cell surface uPA generation assay, qHTS; active = well fitted inhibition curve with a large enough effect; inconclusive = small, poorly fitted or top-dose-only effect; inactive = no such curve, though single readings can be large or run the other way; tested in mouse RAW 264.7 cells; also: potency is read from the fitted curve at half-maximal effect; % is scaled to controls: 0 for no effect and ±100 for the full control effect; nearly all actives have a fitted effect of over 55% in size
KCNH2 3.1 inh – blocks the human KCNH2 3.1 channel isoform | 0.95% of 340,000 active | AID 720553 | U2OS KCNH2 3.1, thallium flux FluxOr; stronger effect = lower value | activity change, % (tested at about 1.8 µM);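 active = maximum activity change below -70%; inconclusive = maximum activity change from -70% to -50%; inactive = maximum activity change above -50%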;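 also: thallium influx rate constant from kinetic fluorescence after stimulation buffer; % is scaled to controls: 0 for no effect and ±100 for the full control effect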
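Kinetic fluorescence (2 min after stimulation buffer) measures Tl+ influx through KCNH2 3.1 expressed by viral transduction in U2OS cells; the rate constant is normalized against DMSO controls serving as positive and negative references.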
Gal4-VP16 FLuc – Gal4-VP16 reporter inhibition counter-screen | Drosophila S2 Gal4-VP16 UAS-luciferase, luminescence, 20 h | Potency, µM (titrated, usually from 53.6 µM), inactives show top-dose activity, negative = inhibition, hits mostly inhibitors | 3.5% of 310,000 active;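 also: Gal4-VP16 expression switched on by copper sulfate through the metallothionein promoter; potency is read from the fitted curve at half-maximal effect; % is scaled to controls: 0 for no effect and ±100 for the full control effect; nearly all actives have a fitted effect of over 50% in size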
Coupling enz – coupling enzyme interference in Giardia aldolase counter-screen; coupling enzyme system counterscreen, AmpLite Red fluorescence; activity change, negative = inhibition, % at 58.2 µM, hits read low; 0.67% of 290,000 active; AID 2472; in the data active = activity change below about -30%; also: % is scaled to controls: 0 for no effect and ±100 for the full control effect
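Activity here indicates interference with the coupling reaction, not aldolase inhibition. Compounds at 57.5 uM final met coupling enzymes for 10 min at RT; substrate and AmpLite Red detection followed, with a 525/598 nm fluorescence read after 20 min.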
NPC1 prom act – activators of NPC1 promoter; Huh7 NPC1 promoter luciferase reporter, 24 h; Potency, µM (series often up to 9.22 µM), inactives show at the highest dose activation, actives largely listed as activators; 2.4% of 320,000 active; AID 485313;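 also: potency is read from the fitted curve at half-maximal effect; % of control where 0% means no effect; nearly all actives have a fitted effect of over 60% in size; reporter is driven by a mutant NPC1 promoter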
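Huh7 reporter cells (NPC1 promoter driving luciferase) are dosed with compound for 24 h at 37 °C, 5% CO2; luciferase detection reagent is then added and luminescence measured after 10 min at ambient temperature.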
ELG1 genotox – induces genotoxicity in HEK293T cells with luciferase-tagged ELG1; HEK293T ELG1-luciferase reporter, luminescence, 16 h; Potency, µM (doses to about 46 µM), inactives show top-dose activity change, positive = activation, hits mostly activators; 1.3% of 330,000 active; AID 504466; also: potency is read from the fitted curve at half-maximal effect; % of control where 0% means no effect; nearly all actives have a fitted effect of over 60% in size
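Genotoxicity was scored as increased ELG1-luciferase reporter signal, measured by ONE-Glo luminescence (30 min, room temperature). Compound or vehicle exposure of the HEK293T reporter cells lasted 16 hr at 37°C.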
Giardia kill – kills Giardia lamblia; Giardia lamblia trophozoite viability; activity change, % at 7.66 µM, hits read low; 0.15% of 340,000 active; in the data active = activity change below about -80%; inconclusive = between about -30% and that limit;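 also: parasites exposed to compound for two days anaerobically before the ATP read; % is scaled to controls: 0 for no effect and ±100 for the full control effect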
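Each well holds 100 Giardia trophozoites and compound. After two days (48 hrs) at 37 deg C in anaerobic conditions, ATP is quantified by luminescence.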
Tb PFK inh – blocks T. brucei phosphofructokinase | T. brucei PFK, ADP-Glo luminescence | Potency, µM (highest dose often 57.5 µM), without a hit: at the highest dose activity, negative = inhibition, actives largely listed as inhibitors | 0.17% of 330,000 active | AID 485367;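 also: potency is read from the fitted curve at half-maximal effect; 0% = uninhibited 1x PFK enzyme wells and -100% = no-enzyme wells; nearly all actives have a fitted effect of over 60% in size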
Target sequence (O15648 whole entry, looked up): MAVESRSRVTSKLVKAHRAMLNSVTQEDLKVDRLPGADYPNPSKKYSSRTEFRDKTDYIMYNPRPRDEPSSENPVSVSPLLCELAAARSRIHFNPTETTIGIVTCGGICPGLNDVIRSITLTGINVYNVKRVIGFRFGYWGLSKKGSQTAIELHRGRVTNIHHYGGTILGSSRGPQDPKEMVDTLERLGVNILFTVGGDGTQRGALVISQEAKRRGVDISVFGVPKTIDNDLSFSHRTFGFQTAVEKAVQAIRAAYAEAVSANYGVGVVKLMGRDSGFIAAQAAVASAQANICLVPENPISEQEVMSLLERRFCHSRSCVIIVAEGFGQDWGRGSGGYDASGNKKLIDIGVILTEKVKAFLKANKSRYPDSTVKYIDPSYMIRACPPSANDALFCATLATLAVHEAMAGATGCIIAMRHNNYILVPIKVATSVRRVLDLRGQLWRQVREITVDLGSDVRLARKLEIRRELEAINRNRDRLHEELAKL
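Compounds were pin-transferred as a titration series up to 57 uM into substrate buffer (0.5 mM F6P, 0.1 mM ATP, pH 8.0), then 1.25 nM PFK was added and reactions ran 45 min before ADP-Glo detection.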
FLuc counter – firefly luciferase modulation, counter-screen for miR-21 project | purified FLuc, Km substrates, luminescence inhibition | 6.9% of 360,000 active | Potency, µM (titrated, usually from 57.5 µM), without a hit: top-dose activity change, negative = inhibition, most hits filed as inhibitors | P08659 | AID 588342;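 also: potency is read from the fitted curve at half-maximal effect; plate controls were vehicle for no effect and reference inhibitor for full effect; nearly all actives have a fitted effect of over 55% in size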
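Purified P. pyralis luciferase (10nM final) with 10uM D-luciferin and 10uM ATP (Km levels) in 50mM Tris acetate pH 7.5, 10mM Mg acetate, 0.01% Tween-20, 0.05% BSA; qHTS 6-point titration, ~60 µM downward; luminescence read.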
Rab9 prom act – activates the Rab9 promoter. Huh7 Rab9 promoter-luciferase reporter, luminescence, 24 h. Potency, µM (series often up to 9.22 µM), for the others: at the highest dose activation, negative = inhibition, hits mostly activators. 2.8% of 320,000 active; also: potency is read from the fitted curve at half-maximal effect; % of control where 0% means no effect; nearly all actives have a fitted effect of over 60% in size
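Measured in stably transfected Huh7 cells bearing a Rab9 promoter–luciferase construct: 24 h compound treatment at 37 °C, followed by luminescence detection.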
Starred values were filed as active, the others as inactive; ? = inconclusive; . = not tested or not shown; & = joins results of further samples; [ ] = another dose, or the depositor's remark. Unless noted, calls follow the shape of the dose curve; as a rule, active = well fitted curve in the direction sought with a large enough effect; inconclusive = small, poorly fitted or top-dose-only effect, or another doubt; inactive = no such curve, though single readings can be large; an effect the other way counts as inactive or inconclusive. The order is random. Share with any hit: about 14%.

SMILES	RORgamma inh	uPA surface inh	KCNH2 3.1 inh	Gal4-VP16 FLuc	Coupling enz	NPC1 prom act	ELG1 genotox	Giardia kill	Tb PFK inh	FLuc counter	Rab9 prom act
CC(C)(C)C(=O)Nc1cccc(C(=O)Nc2cc(C(=O)O)cc(C(=O)O)c2)c1	1%	4%	0	-9%	0	-2%	-1%	19	6%	5%	3%
CCn1c(C)cc(=O)cc1-c1ccc(Cl)cc1	1%	3%	1	2%	1	-7%	0%	-29	1%	-3%	-8%
O=C(Nc1ccc(S(=O)(=O)Nc2nccs2)cc1)c1cccc(S(=O)(=O)N2CCOCC2)c1	13%	-4%	2	-8%	2	-4%	2%	11	-20%	-17%	-2%
COc1cccc(NC(=O)C(C)(C)C)c1	.	1%	-5	.	.	-3%	4%	0	-1%	5%	0%
CC1CCN(C(=O)Cn2c(=O)n(-c3ccc(F)cc3)c(=O)c3sccc32)CC1	9%	7%	-1	-9%	3	-2%	23%	3	-1%	3%	-1%
Cc1cccc(NC(=O)c2ccc(Cl)c(S(=O)(=O)N3CCCC3)c2)n1	-8%	-2%	.	2%	.	17%	2%	-7	15%	?	28%
Cc1cccc(OCC(=O)N2CCN(c3nnc(-c4ccccc4)c4ccccc34)CC2)c1	38%	-5%	4	-18%	2	-4%	-14%	5	1%	4%	-9%
COc1cccc(NC(=O)COC(=O)C2=NN(c3ccccc3)C(=O)CC2)c1	.	4%	-5	.	.	.	4%	-18	1%	.	.
COc1ccc(Cn2c(=O)[nH]c3cc(C(=O)N4CCN(Cc5ccccc5)CC4)ccc3c2=O)cc1	?	0%	-7	-4%	4	-17%	-7%	-6	-3%	-1%	-20%
Cc1ccc(S(=O)(=O)n2cccc2CO)cc1	.	-22%	2	.	.	1%	-2%	2	0%	-1%	1%
Cc1sc2nc(CSCC(=O)N(CCC#N)c3ccccc3F)[nH]c(=O)c2c1C	.	-2%	4	.	.	-4%	0%	13	0%	-1%	-3%
COc1ccc(C)cc1S(=O)(=O)N(CC(=O)O)c1ccc(C)cc1	0%	2%	-5	0%	6	-3%	2%	-7	-4%	2%	2%
CC(C)CCNC(=O)NC(=O)COC(=O)CNC(=O)C1CCCCC1	10%	-1%	6	-3%	1	0%	1%	19	0%	-6%	14%
c1ccc(OCCOCCN2CCc3ccccc3C2)cc1	-2%	2%	-40	3%	2	-2%	0%	7	?	4%	-12%
O=C(NC1CCCc2ccccc21)C1CCCO1 (stereo not given)	0%	.	15	1%	0	0%	-4%	-1	19%	1%[2.3 µM]	0%
O=C1OCCN1CCN(CN1C(=O)CCC1=O)CN1C(=O)CCC1=O	0%	0%	15	-21%	1	10%	-1%	7	-6%	1%	6%
O=c1oc(-c2cc3ccccc3o2)nc2sc3c(c12)CCCC3	6%	3%	8	8%	-1	?	14%	2	0%	2.4µM*	?
Cn1c(=O)c2c(nc(CN3CCc4ccccc4C3)n2Cc2ccccc2)n(C)c1=O	-30%	-9%	2	-8%	0	-4%	-4%	1	-8%	0%	-4%
O=C(COc1ccc(S(=O)(=O)N2CCOCC2)cc1)NC1CCCC1	-4%	4%	7	-4%	2	0%	2%	-14	-2%	0%	-4%
Cc1c(NC(=O)[C@@H](NC(=O)c2ccc(Cl)c([N+](=O)[O-])c2)C(C)C)c(=O)n(-c2ccccc2)n1C	.	-1%	-3	.	.	.	1%	-2	2%	.	.
O=C(OCc1nc2scc(-c3ccccc3)c2c(=O)[nH]1)c1cccc([N+](=O)[O-])c1	-15%	4%	-14	-10%	-2	-3%	5%	-7	1%	-2%	-3%
CCCOc1nc(SCCC)nc2c1cnn2-c1ccccc1	-3%	-1%	-9	20%	1	-3%	2%	1	4%	4%	-2%
COc1ccc(Cc2nnc(SCC(=O)c3cccc([N+](=O)[O-])c3)n2C)cc1	15%	0%	1	-1%	3	1%	0%	10	0%	2%	-4%
CC1=CCC2C(=O)N(C(C)c3ccccc3)C(=O)C2C1 (stereo not given)	6%	7%	-7	4%	1	-2%	-1%	-1	-3%	-4%	1%
Cc1ccc(C)c(NC(=O)CSc2nnc(CNC(=O)c3ccco3)n2C)c1	-20%	-4%	0	8%	3	-7%	-2%	-11	0%	1%	-1%

The list continues.
SMILES	RORgamma inh	uPA surface inh	KCNH2 3.1 inh	Gal4-VP16 FLuc	Coupling enz	NPC1 prom act	ELG1 genotox	Giardia kill	Tb PFK inh	FLuc counter	Rab9 prom act
Cc1ccc(CN2CC(C(=O)N3CCN(S(=O)(=O)c4c(F)cccc4F)CC3)CC2=O)cc1 (stereo not given)	.	-27%	-1	.	.	-1%	-1%	23	0%	0%	-1%
Cc1ccc(N2C(=O)c3ccc(N)cc3C2=O)cc1C	?	-1%	-14	23%	0	2.5µM*	?	-2	-2%	11µM*	4µM*
OC1(CNCc2cn[nH]c2-c2cc3ccccc3o2)CCCCC1	-4%	-2%	2	0%	-3	-2%	0%	-5	7%	-1%	-9%
C=CCN(C(=O)Nc1ccc2oc(C)nc2c1)c1ccccc1	-2%	0%	15	-4%	3	?	14%	8	4%	?	?
CCOC(=O)C1=C(COC(=O)CCC(=O)c2ccc(C)cc2)NC(=O)NC1C (stereo not given)	.	8%	6	.	.	1%	-2%	3	-3%	2%	-7%
CC1CC(C)CN(C(=O)c2cc3ccccc3o2)C1 (stereo not given)	.	1%	-3	.	.	23%	23µM*	-29	5%	?	?
C/C(=N/NC(=O)CNC(=O)c1cccs1)c1ccco1	11%	5%	17	2%	-2	2%	-2%	-8	2%	0%	-2%
CCOc1ccc2nc(SCC(=O)NC(=O)NCc3ccco3)sc2c1	11%	-7%	-31	-6%	-3	0%	3%	-16	2%	?	10%
Cc1ccc2[nH]c(C(=O)O)c(-c3ccccc3)c2c1	14%	-9%	-7	12%	0	1%	2%	7	25%	2%[2.3 µM]	2%
Cc1ccc(C)c(/C=C2\N=C(c3ccccc3F)OC2=O)c1	4%	2%	1	-12%	-1	-8%	2%	11	1%	?	6%
O=C1C=C(c2ccc3cc[nH]c3c2)C[C@@H](c2ccc3c(c2)OCO3)C1	.	?	5	.	.	-14%	-1%	11	?	-21%	-3%
CN(c1ccc(C(=O)Nc2cccnc2)cc1)S(C)(=O)=O	21%	4%	?	-13%	-3	-2%	0%	0	21%	-3%	11%
COC(=O)C1=C(C)N(Cc2ccccc2)C(=O)N[C@H]1c1ccc(Br)cc1	17%	7%	-5	8%	3&2	0%	-5%	?	5%	4%	-7%
CCOc1cc(/C=C2\SC(=N)N(c3nonc3N)C2=O)ccc1OCCN1CCOCC1	3.2µM*	-23%	-8	?	2	3%	0%	6	1%	?	-11%
CC1CCCC(C)N1C(=S)SCC(=O)O (stereo not given)	-9%	-13%	44	8%	19	-7%	-3%	-7	2%	-11%	-2%
Cc1ccc(NC(=O)COc2coc(CN3CCc4ccccc4C3)cc2=O)c(C)c1	.	-3%	3	.	.	1%	-7%	11	-6%	-2%	-2%
COc1ccc(/C=C/C(=O)NC(=S)Nc2ccc(S(N)(=O)=O)cc2)cc1OC	-8%	2%	-8	-3%	3	-7%	0%	-18	0%	16%	4%
CS(=O)(=O)N(CC(=O)NCCSC1CCCCC1)c1ccccc1	14%	-6%	-23	2%[10 µM]	1	-6%	-1%	-2	0%	1%	-1%
S=c1[nH]nc(COc2ccccc2)n1/N=C/c1cccnc1	-56%	-1%	-32	?	5	-1%	2%	10	1%	1%	-1%
Cc1nc(SCc2ccccc2)[nH]c(=O)c1CC(=O)OCC(C)C	7%	2%	-9	2%	4	0%	1%	-18	3%	-2%	-2%
Cc1cnc(C(=O)OCC(=O)N2CCc3ccccc3C2)cn1	-20%	-2%	15	-3%	0	1%	0%	7	-1%	0%	0%
CC(=O)c1ccc(NC(=O)c2ccc(N3C(=O)c4cccnc4C3=O)cc2)cc1	18%	7%	12	-14%	2	9%	12%	-12	-7%	4%	9%
c1ccc(NCC2OCc3ccccc3CO2)cc1	27%	6%	10	-12%	0	4µM*	?	-14	-1%	24µM*	2.5µM*
Cc1cc(=O)[nH]c(N2CCCC2)n1	-2%	-6%	2	2%	-5	-2%	?	5	-2%	1%	1%
O=C(CSc1nc2ncc(Cl)cc2[nH]1)c1c[nH]c2ccccc12	-26%	0%	4	5%	1	12%	0%	4	0%	-5%	-3%
C=C(c1ccccc1)c1ccccc1N	.	-5%	-33	.	.	0%	1%	-28	-17%	3%	1%
Nc1ccc(-c2sc(N)nc2-c2ccccc2)cc1	-17%	-2%	11	2%	-1	2%	0%	1	-5%	-1%	-2%
CN(CC(=O)Nc1c(Cl)cccc1Cl)CC(=O)N(C)C1(C#N)CCCCC1	.	0%	-2	.	.	.	0%	3	1%	.	.
Cc1nc(Cl)sc1C(=O)O	-15%	-5%	-4	-16%	-2	-2%	-5%	22	3%	5%	-4%
